# Source: PubChem BioAssay (several laboratories)
# Rad51 HR inh = human RAD51 strand exchange inhibitors, primary screen, biochemical, fluorescence; 0.085% of 200,000 active; AID 1385, 2008; inhibition, % at 10 µM; DNA repair protein RAD51 homolog 1 (Homo sapiens), Q06609; hRad51 DNA strand exchange, fluorescence dequenching;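 active means inhibition above 40% at the single screening dose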;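 further: 0% = DMSO control wells and 100% = blanks with heterologous ssDNA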
#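 Read-out basis: percent inhibition relative to plate controls and blanks / Assay system: human Rad51 nucleoprotein filaments preassembled on unlabelled ssDNA / Timing: filaments 15 min 37 °C, then compound 30 min / Control set: per-plate controls and blanks / Technique: fluorescence dequenching at 485/520 nm / Compound: 10 µM final, single point / Also added: Fluorescein- and BHQ1-tagged 47-mer duplex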
# PERK inh = block of dimerizer-induced PERK translation repression, primary screen, PERK inhibitor project, CHO PERK-DD cells, SEAP luminescence, HTS | Eukaryotic translation initiation factor 2-alpha kinase 3 (Homo sapiens), Q9NZJ5 | CHO PERK-DD fusion, SEAP luminescence translation reporter | inhibition, % at 5.6 µM | 0.17% of 220,000 active;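 active means inhibition above the mean inhibition of all tested compounds plus 3 SD, set separately per screening campaign, cut at about 2.9% in these data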;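 further: PERK kinase domain activated by AP20187 dimerizer at 100 nM; 0% = DMSO with dimerizer and 100% = rapamycin at 8.4 µM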
# Target sequence (Q9NZJ5 whole entry, looked up, the tested form may be a part): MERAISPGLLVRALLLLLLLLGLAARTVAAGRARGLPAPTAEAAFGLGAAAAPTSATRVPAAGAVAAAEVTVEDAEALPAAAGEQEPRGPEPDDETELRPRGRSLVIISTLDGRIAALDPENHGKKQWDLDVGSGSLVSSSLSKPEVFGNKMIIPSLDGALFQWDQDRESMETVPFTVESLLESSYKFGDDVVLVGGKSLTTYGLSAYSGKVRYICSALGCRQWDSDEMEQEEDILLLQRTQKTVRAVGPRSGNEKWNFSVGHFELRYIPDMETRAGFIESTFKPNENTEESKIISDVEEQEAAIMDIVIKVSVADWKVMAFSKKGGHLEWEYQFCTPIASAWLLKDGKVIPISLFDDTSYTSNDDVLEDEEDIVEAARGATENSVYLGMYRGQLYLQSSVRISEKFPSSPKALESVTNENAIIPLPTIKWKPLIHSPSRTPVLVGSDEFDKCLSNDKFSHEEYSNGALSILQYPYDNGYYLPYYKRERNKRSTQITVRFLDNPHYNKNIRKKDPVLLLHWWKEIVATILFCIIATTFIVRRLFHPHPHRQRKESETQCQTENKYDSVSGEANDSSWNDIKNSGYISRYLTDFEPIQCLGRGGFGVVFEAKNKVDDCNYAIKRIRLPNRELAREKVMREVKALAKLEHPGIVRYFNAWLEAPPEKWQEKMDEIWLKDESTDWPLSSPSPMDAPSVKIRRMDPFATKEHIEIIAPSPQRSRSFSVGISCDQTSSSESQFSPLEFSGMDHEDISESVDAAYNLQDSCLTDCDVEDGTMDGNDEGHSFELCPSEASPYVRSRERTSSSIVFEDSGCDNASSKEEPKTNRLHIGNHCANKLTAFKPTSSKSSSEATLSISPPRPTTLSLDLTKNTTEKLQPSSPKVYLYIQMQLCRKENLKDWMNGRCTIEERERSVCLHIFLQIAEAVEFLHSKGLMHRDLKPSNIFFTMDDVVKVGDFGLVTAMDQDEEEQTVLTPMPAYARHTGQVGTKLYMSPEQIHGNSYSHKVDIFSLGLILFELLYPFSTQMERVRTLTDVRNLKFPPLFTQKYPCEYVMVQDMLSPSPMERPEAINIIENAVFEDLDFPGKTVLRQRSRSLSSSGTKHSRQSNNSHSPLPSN
# FXIIa inh 1536 = human FXIIa protease inhibitors, primary screen, biochemical, 1536-well. Coagulation factor XII (Homo sapiens), P00748. purified FXIIa, Boc-QGR-AMC fluorogenic substrate, 2 h. inhibition, % at 5 µM. 0.3% of 220,000 active. AID 800, 2007; in the data active means inhibition above about 40%;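 further: 0% = enzyme with no compound and 100% = blank without enzyme; many of its hits are not listed in these tables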
# FXIa inh = human FXIa protease inhibitors, primary screen, biochemical, 1536-well; Coagulation factor XI (Homo sapiens), P03951; purified FXIa, Boc-Glu-Ala-Arg-AMC fluorogenic substrate; inhibition, % at 5 µM; 0.14% of 220,000 active; AID 798, 2007;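 active means inhibition of at least 40%; inactive means inhibition below 40%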;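 further: fluorescence of freed AMC excited at 355 nm; 0% = enzyme without compound and 100% = no enzyme blank; many of its hits are not listed in these tables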
# KLK5 inh = human KLK5 protease inhibitors, primary screen, biochemical, 1536-well; inhibition, % at 5 µM; recombinant hK5, fluorogenic AMC substrate cleavage; 0.59% of 210,000 active;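 active means inhibition of 40% or more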;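 further: 0% = enzyme controls without compound and 100% = no-enzyme blanks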
# Cl transport mod = KCC2 cotransporter modulators, thallium flux, primary screen, cell-based, HEK293 KCC2, FluoZin-2 fluorescence, MLSMR. KCC2 cells, thallium flux FluoZin-2 fluorescence. AID 1456, 2008. 2.2% of 190,000 active. B-score of Tl+ flux slope (higher = more flux/activation; lower = inhibition) at 10 µM. Solute carrier family 12 member 5 (Homo sapiens), Q9H2X9;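 active means thallium flux slope and its plate-corrected score both differing from the plate sample mean at a set confidence after two filtering rounds, in either direction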;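 further: slope of fluorescence scaled to starting intensity during 10 to 20 s after thallium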
# Furin inhibitor = human furin inhibitors, primary screen, biochemical, fluorescence intensity. purified furin, fluorogenic substrate cleavage. 0.061% of 220,000 active. AID 463115, 2010. inhibition, % at 30 µM. P09958; in the data active means inhibition above about 25%; further: inactives centre near -15
# Thrombin inh = human alpha-thrombin inhibitors, primary screen, counter-screen for coagulation protease inhibitor project, biochemical, 1536-well, fluorogenic AMC substrate; Prothrombin (Homo sapiens), P00734; Boc-VPR-AMC fluorogenic substrate cleavage; inhibition, % at 5 µM; 0.26% of 220,000 active; AID 1046, 2008;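 active means inhibition at or above 40%; inactive means inhibition below 40%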;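 further: 0% = enzyme with no compound and 100% = wells without enzyme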
#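 System – human alpha-thrombin · Medium – pH 7.5 Tris (50 mM) with NaCl 150 mM, Tween 20 0.05% · Compound – single-point dosing at 5 µM, 0.2% DMSO · Incubation – enzyme reaction carried out at room temperature · Technique – fluorescence of released AMC, ex 355 nm, em 460 nm · Read-out basis – % inhibition of thrombin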
# Calpain2 inh = inhibitors of pig calpain II, primary screen, biochemical, fluorogenic peptide substrate, 1536-well. purified calpain II, 30 min. inhibition, % at 16 µM. 0.37% of 220,000 active. AID 1236, 2008;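 active means inhibition above about 50%, limit read from the data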
# * = called active by the depositor; i = inactive; · = no result given; [ ] = remark or other dose. A portion of the library (hit frequency here may not be typical).
SMILES,Rad51 HR inh,PERK inh,FXIIa inh 1536,FXIa inh,KLK5 inh,Cl transport mod,Furin inhibitor,Thrombin inh,Calpain2 inh
Cc1ccc2sc(C)[n+](CCO)c2c1,16,1.5,-1,-6,-14,0.57,-7,-6,-23
CC(=O)NCCC(Cc1ccccc1)c1ccco1 (stereo not drawn),-8,-0.1,9,10,6,-0.039,9[20 µM],1,-5
CCCN1CCN(C(=O)Nc2ccc(OCC)cc2)CC1,·,1.0,8,-2,·,0.62,-21,-3,11
Cc1ccccc1-c1nnc(-c2ccccc2C)o1,0,0.6,1,-4,-1,-1.1,-7[20 µM],1,18
Cc1ccc(Oc2ccc(C(=O)NC3CCSC3=O)cn2)cc1 (stereo not drawn),13,-0.7,7,7,5,-1.8,-12,3,-2
COc1ccc(N2C(=O)CC(NNC(=O)c3cccnc3)C2=O)cc1 (stereo not drawn),1,1.6,6,0,0,1.4,-16,-2,-21
CC1CCC2(CC1)NC(=O)N(CC(=O)N1CCc3ccccc3C1)C2=O (stereo not drawn),11,0.5,10,-5,4,-1.5,-16,-11,-4
COc1cc(NC(=O)C2CCCCC2)c2ncccc2c1,2,-0.7,10,-2,-14,-0.64,-7[20 µM],0,-5
Cc1ccc(CNC(=O)CCS(=O)(=O)c2cc(Br)cc3c2N(C(=O)C2CC2)CC3)o1,4,-0.6,7,7,-11,-0.99,-14,3,-9
Cc1c(C(=O)N(Cc2ccccc2)C(C)C)cnn1-c1ccccc1,-3,-0.9,8,0,0,-0.35,-23,-3,0
Nc1ccc(CCc2nc3ccccc3o2)cc1,3,0.1,12,4,0,0.45,-19,-3,10
CNC(=O)CSc1nnc(-c2cccnc2)n1-c1ccc(C)cc1,-3,2.3,1,-3,6,-0.41,-23,-10,3
CCOC(=O)c1cc(NC(=O)Nc2ccccc2Cl)c(C)nc1C,1,-0.2,·,-1,3,-0.052,-22,-1,16
O=C(CSc1nc(-c2ccco2)cc(C(F)(F)F)n1)Nc1ccc(C(=O)N2CCOCC2)cc1,2,-0.4,15,8,-12,1.5,2[20 µM],1,-21
N#Cc1c2c(c[nH]c1=O)CCN2Cc1ccccc1,-8,0.0,28,21,4,-1.5,-18[20 µM],2,-12
CCc1cc(C(=O)OC)c(NC(=O)CC2SC(=NC)N(C)C2=O)s1 (stereo not drawn),-13,-0.3,14,10,4,-0.49,-8,11,17
COc1ccc(-c2csc(NC(=O)c3ccc(OCC(=O)N4CCOCC4)c(OC)c3)n2)cc1,2,-1.0,9,-3,-15,0.03,-23,-5,-51
Cn1ncc(C(=O)Nc2ccc(OC(F)(F)F)cc2)c1-n1cccc1,·,1.1,6,1,0,-0.25,-11,-10,-7
N#CC1(Cc2ccccc2Cl)c2ccccc2C=CN1C(=O)c1ccccc1 (stereo not drawn),·,-1.3,7,-5,-17,-0.29,-5[20 µM],2,-35
COC(=O)c1cc(OC)c(OC)cc1NC(=O)c1ccc(C)o1,·,-1.3,7,-6,2,·,-24[20 µM],-1,-32
COCC(=O)N1CCN(c2cccc(C(F)(F)F)c2)CC1,-5,0.5,10,3,3,0.82,-9,-8,9
CCCCN(CC)CCNC(=O)c1cn(-c2ccc(Cl)cc2)c(=O)c2ccccc12,1,0.7,10,1,3,-0.46,-21,-4,-16
Cc1cc([N+](=O)[O-])ccc1NC(=O)c1ccc(NC(=O)C(C)C)cc1,4,1.3,5,-1,-5,-0.42,-11,4,-18
CCN(CC)C(=O)Oc1ccc(Br)cc1C(=O)Nc1ccc(F)cc1F,21,-0.2,3,-1,-11,·,-8,-5,12
COc1ccc(N2CCN(c3nc(Cl)nc(N4CCOCC4)n3)CC2)cc1,-8,0.7,18,12,0,-0.33,-12[20 µM],4,-8
Cc1ccc(OCC(=O)Nc2ccc3c(c2)nc(CCN2CCN(C)CC2)n3C)cc1,20,-0.2,9,-8,-3,0.031,-13,-2,10
CC(=O)NC1CCC(C(=O)O)(c2ccccc2)C1 (stereo not drawn),-3,1.1,10,2,-8,0.76,-20,-4,-17
FC(F)(F)c1nc(N2CCCC2)ncc1-c1nnnn1-c1ccccc1,-4,-0.3,11,3,-9,-0.66,-13[20 µM],2,38
CNc1nc(SC)nc(N2CCOCC2)n1,1,0.5,6,-2,-2,0.87,11[20 µM],-2,-25
COc1ccc(-c2nc(-c3ccccc3)[nH]c(=O)c2C#N)cc1,3,1.8,12,-5,-5,·,-41[20 µM],-5,-23
CCCC(=O)N1CCN(c2ccc(NC(=O)c3cccs3)cc2Cl)CC1,2,0.6,3,-3,-3,0.058,-22,-19,-8
Cc1[nH]n(-c2ccccc2)c(=O)c1CCOC(=O)c1cccc(C(F)(F)F)c1,1,-0.2,15,3,-6,·,-7[20 µM],-1,-1
COc1ccccc1-c1nn2c(C(F)(F)F)nnc2s1,0,2.5,21,5,-3,-1.1,-12,6,-53
C=C(C)CCOC(=O)C(CC(=O)O)NCc1ccco1 (stereo not drawn),8,0.7,5,-3,-4,0.38,-16,-1,20
O=C(c1cc2ccccc2c(=O)o1)N1CCCCCC1,-19,1.4,4,0,-7,0.57,-23,-4,3
CCOC(=O)C1CCCN(c2c(N3CCN(c4cccc(Cl)c4)CC3)c(=O)c2=O)C1 (stereo not drawn),·,2.5,5,0,-4,-1.3,-16,-1,14
COc1ccc(NC(=O)C/C(C)=N/NC(=O)c2ccncc2)c([N+](=O)[O-])c1,·,1.0,8,2,16,-0.048,-24,-4,8
O=[N+]([O-])c1cc(C(F)(F)F)cc([N+](=O)[O-])c1NN=C1CCCCC1,0,0.5,15,4,-9,0.31,-18,-11,-3
COc1ccc(C(CCN2CCCC(C)C2)c2c(OC)cc(OC)c3c(-c4ccccc4)cc(=O)oc23)cc1 (stereo not drawn),1,·,11,4,2,0.27,-14,3,-26
CC(=O)Nc1ccc(S(=O)(=O)Nc2ccc(=O)n(Cc3ccc(Cl)c(Cl)c3)c2)cc1,5,0.1,5,-2,0,1.4,-15,-4,-11
CC1=C(C)C(=O)OC(C(C)C2CCC3C4CC=C5CC(OC6OC(COC7OC(CO)C(O)C(O)C7O)C(O)C(O)C6O)CC(O)C5(C)C4CCC23C)C1 (stereo not drawn),1,0.9,11,3,4,0.052,-28,2,-73
CCOc1ccc(NC(=S)N(CCN2CCOCC2)Cc2cc3cc4c(cc3[nH]c2=O)OCO4)cc1,·,0.1,3,-2,·,·,-17,-4,-53
O=C(Cn1c(-c2ccccc2)c[n+]2ccsc12)c1ccc([N+](=O)[O-])cc1,-4,-0.5,-1,-5,-7,0.036,-19,-12,9
CCCn1c(Nc2ccccc2C)nc2ccccc21,-4,0.4,5,3,-2,-0.58,-6[20 µM],-6,-7
COCCNCCCCOc1ccc(C)cc1[N+](=O)[O-],·,-0.4,3,-6,-13,-0.19,-21,-5,0
CN1CCC(OC(=O)c2ccc(Cl)cc2Cl)CC1,0,-0.4,3,-2,3,0.64,-23,-5,-3
O=S(=O)(NCC(c1ccccc1)N1CCNCC1)c1ccc(Cl)cc1 (stereo not drawn),-2,-0.8,10,0,-14,0.44,-12,-3,-19
Cc1cc(C)cc(Oc2ccccc2/C=N\O)c1,2,1.1,11,3,-12,-0.67,-29[20 µM],-12,16
CCn1nc(C)c(C2C(C#N)=C(N)Oc3n[nH]c(C)c32)c1C (stereo not drawn),11,0.1,0,-5,-2,0.056,-21,-6,-5
CCn1c(SCC(=O)Nc2nccs2)nnc1-c1ccccc1,3,0.0,6,6,41*,-0.62,3[20 µM],4,2
Cc1c(C(=O)NN)sc(=S)n1C,·,1.0,5,0,3,1.6,-15,-8,-9
O=C1c2ccccc2C(=O)N1OCc1c(F)cccc1Cl,2,0.4,9,-3,-47,1.6,-19,1,-13
COCCN1C=C(C(=O)OC)C(c2cc(Br)c(OC)c(OC)c2)C(C(=O)OC)=C1,3,-0.3,-53,-11,-151,0.32,-118,-1,i
Cc1cc(NC(=O)CSc2nc3ccccc3n2CC(C)C)no1,13,-0.5,-3,2,-21,-1.3,-17,-1,-2
CN(C(=S)NC(=O)c1ccc(Br)o1)c1ccccc1,·,0.0,10,8,-16,7.7*,-14,-1,-6

# Structural class, the entries above containing a CF3 group
SMILES,Rad51 HR inh,PERK inh,FXIIa inh 1536,FXIa inh,KLK5 inh,Cl transport mod,Furin inhibitor,Thrombin inh,Calpain2 inh
O=C(CSc1nc(-c2ccco2)cc(C(F)(F)F)n1)Nc1ccc(C(=O)N2CCOCC2)cc1,2,-0.4,15,8,-12,1.5,2[20 µM],1,-21
Cn1ncc(C(=O)Nc2ccc(OC(F)(F)F)cc2)c1-n1cccc1,·,1.1,6,1,0,-0.25,-11,-10,-7
COCC(=O)N1CCN(c2cccc(C(F)(F)F)c2)CC1,-5,0.5,10,3,3,0.82,-9,-8,9
FC(F)(F)c1nc(N2CCCC2)ncc1-c1nnnn1-c1ccccc1,-4,-0.3,11,3,-9,-0.66,-13[20 µM],2,38
Cc1[nH]n(-c2ccccc2)c(=O)c1CCOC(=O)c1cccc(C(F)(F)F)c1,1,-0.2,15,3,-6,·,-7[20 µM],-1,-1
COc1ccccc1-c1nn2c(C(F)(F)F)nnc2s1,0,2.5,21,5,-3,-1.1,-12,6,-53
O=[N+]([O-])c1cc(C(F)(F)F)cc([N+](=O)[O-])c1NN=C1CCCCC1,0,0.5,15,4,-9,0.31,-18,-11,-3
